PME-1 primary: PME-1 (human) inhibition | Q9Y570 | recombinant PME-1, FP-Rh probe fluorescence polarization | inhibition, % at 5.9 µM | hit rate 0.53% among 320,000;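 active = inhibition above the campaign mean of all compounds plus 3 SD, cut at about 26% in these data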;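 note: competitive labeling of PME-1 active site by serine hydrolase directed probe; 0% = PME-1 with DMSO and 100% = wells lacking PME-1 enzyme; inhibitors block probe labeling so polarization falls and inhibition rises; many of its hits are not listed in these tables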
PAFAH1B3 FP inh: blocks human PAF acetylhydrolase 1B catalytic subunit 3. hit rate 0.28% among 340,000. recombinant PAFAH1B3, FP-rhodamine probe, fluorescence polarization. inhibition, % at 3.39 µM;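 active = inhibition above the screen-wide average of all tested compounds plus 3 SD, cut at about 25% in these data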;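 note: 0% = enzyme with DMSO only and 100% = wells lacking PAFAH1B3 protein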
GSTO1 inh: blocks human GSTO1 in RBBP9 counter-screen; P78417; recombinant GSTO1, activity-based probe fluorescence polarization; inhibition, % at 5.96 µM; hit rate 1.1% among 300,000; AID 1974;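 active = inhibition above the campaign mean inhibition plus 3 SD, cut at about 35% in these data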;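 note: 0% = GSTO1-1 with DMSO and 100% = wells lacking GSTO1-1 enzyme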
Target sequence (P78417 whole entry, looked up): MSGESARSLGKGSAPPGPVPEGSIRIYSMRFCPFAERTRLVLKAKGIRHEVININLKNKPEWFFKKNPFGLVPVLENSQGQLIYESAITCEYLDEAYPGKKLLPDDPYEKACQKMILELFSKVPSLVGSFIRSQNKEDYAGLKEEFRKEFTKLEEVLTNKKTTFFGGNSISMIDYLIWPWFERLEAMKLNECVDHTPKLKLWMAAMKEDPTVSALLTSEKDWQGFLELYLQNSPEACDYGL
LYPLA1 inh: LYPLA1 (human) inhibition in PME1 counter-screen | hit rate 0.16% among 320,000 | recombinant LYPLA1, FP-Rh probe fluorescence polarization | O75608 | inhibition, % at 5.9 µM;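 active = inhibition above the mean of all tested compounds plus 3 SD, set per campaign, cut at about 14% in these data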;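 note: inhibitors block serine hydrolase probe labeling of LYPLA1 so polarization falls; 0% = enzyme with DMSO and 100% = wells lacking LYPLA1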
PAFAH1B2 inh: PAFAH1B2 (human) inhibition; recombinant PAFAH1B2, FP-rhodamine activity probe, fluorescence polarization; AID 492953; P68402; inhibition, % at 3.39 µM; hit rate 1.2% among 340,000;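 active = inhibition above the mean of all tested compounds plus 3 SD, cut at about 24% in these data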;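 note: 0% = enzyme with DMSO and 100% = wells lacking PAFAH1B2; many of its hits are not listed in these tables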
pPAFAH FP inh: inhibitors of human plasma PAF acetylhydrolase (pPAFAH) | Q13093 | recombinant pPAFAH, FP-rhodamine probe fluorescence polarization | inhibition, % at 3.39 µM | hit rate 1.5% among 330,000;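 active = inhibition above the mean inhibition across the screen plus 3 SD, cut at about 25% in these data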;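 note: inhibitors block binding of the rhodamine activity-based probe so polarization drops; 0% = enzyme with DMSO and 100% = wells lacking pPAFAH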
Target sequence (Q13093 whole entry, looked up): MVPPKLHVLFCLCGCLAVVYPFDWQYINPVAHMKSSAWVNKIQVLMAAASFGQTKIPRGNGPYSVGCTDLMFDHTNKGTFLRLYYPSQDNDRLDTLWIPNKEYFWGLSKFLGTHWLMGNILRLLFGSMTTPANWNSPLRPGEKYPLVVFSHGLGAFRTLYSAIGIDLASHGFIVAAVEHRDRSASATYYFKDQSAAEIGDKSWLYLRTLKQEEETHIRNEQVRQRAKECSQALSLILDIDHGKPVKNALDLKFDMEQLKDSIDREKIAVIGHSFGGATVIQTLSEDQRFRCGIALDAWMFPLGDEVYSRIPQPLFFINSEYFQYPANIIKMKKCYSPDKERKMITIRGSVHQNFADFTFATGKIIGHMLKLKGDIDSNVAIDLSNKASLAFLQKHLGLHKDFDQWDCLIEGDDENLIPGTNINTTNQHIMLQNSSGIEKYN
LYPLA2 inh: blocks human lysophospholipase 2, a PME1 counter-screen | recombinant LYPLA2, FP-Rh probe fluorescence polarization | inhibition, % at 5.9 µM | hit rate 0.38% among 320,000 | AID 2177;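 active = inhibition above the screen-wide mean plus 3 SD, limit set per campaign, cut at about 26% in these data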;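 note: 0% = LYPLA2 with DMSO and 100% = wells lacking LYPLA2 enzyme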
Target sequence (O95372 whole entry, looked up): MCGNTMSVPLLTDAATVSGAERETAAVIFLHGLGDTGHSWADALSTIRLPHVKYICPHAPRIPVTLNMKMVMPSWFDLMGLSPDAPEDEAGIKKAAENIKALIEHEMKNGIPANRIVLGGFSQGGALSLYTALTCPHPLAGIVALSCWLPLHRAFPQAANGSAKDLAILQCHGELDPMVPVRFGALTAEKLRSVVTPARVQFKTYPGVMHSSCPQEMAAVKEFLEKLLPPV
PAD4 inh: inhibitors of human PAD4; AID 485272; inhibition, % at 6.36 µM; recombinant PAD4, RCA probe fluorescence polarization; Q9UM07; hit rate 0.41% among 330,000;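 active = percent inhibition above a cutoff equal to the mean of all tested compounds plus 3 SD, cut at about 15% in these data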;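 note: 0% = PAD4 with RCA probe and DMSO and 100% = probe without PAD4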
PAFAH2 FP inh: inhibitors of human PAFAH2; recombinant PAFAH2, FP-rhodamine activity probe, fluorescence polarization; inhibition, % at 3.39 µM; hit rate 0.99% among 340,000; AID 492956;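 active = inhibition above the mean over all tested compounds plus 3 SD, cut at about 30% in these data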;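 note: inhibitors block probe labeling of enzyme so polarization drops; 0% = enzyme with DMSO and 100% = wells lacking PAFAH2 protein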
Numbers without * were called inactive; . = no result given; & = joins results of further samples. Not all compounds are listed; rates above refer to the full screens.

SMILES	PME-1 primary	PAFAH1B3 FP inh	GSTO1 inh	LYPLA1 inh	PAFAH1B2 inh	pPAFAH FP inh	LYPLA2 inh	PAD4 inh	PAFAH2 FP inh
COC(=O)C1=C(C)N(CCCC(=O)O)C(=O)NC1c1ccccc1Cl (stereo not given)	5	-2	2	0	4	6	0	-1	0
O=C(NCCNC1CCN(Cc2ccccc2)CC1)c1cccs1	-5	.	-2	0	.	2	4	-1	.
CC(=O)Nc1ccc(Oc2nc(-c3ccccn3)nc3ccccc23)cc1	-6	3	-4	-3	0	3	-1	2	3
Cc1ccc(NC(=O)CNCC2CCCCC2)cc1S(=O)(=O)N(C)C	0	8	3	-1	2	-3	-1	-6	4
Cc1ccc(C(=O)Nc2ccccc2N2CCOCC2)cc1S(=O)(=O)N1CCOCC1	1	-2	.	3	-4	0	5	0	1
COc1cc2sc3ccc(-c4ccc(N(C)C)nc4)cc3c(=O)c2cc1OC	3	.	20	4	.	6	2	11	.
O=C(N/N=C/c1cccnc1)c1cc2c(ccc3ccccc32)o1	-22	4	-31	-11	-2	0	1	0	-7
Cc1ccc(NC(=O)CCn2nnc3ccccc32)c(C)c1	-4	-2	-2	0	5	6	-3	-2	1
Cn1cc(/C=C/C(=O)N2CCCC(C(=O)c3cccc4ccccc34)C2)cn1 (stereo not given)	2	9	21	2	1	1	7	-3	-3
COc1ccc(C(=O)N2N=C(c3cccs3)CC2c2ccccc2O)cc1 (stereo not given)	-9	2	-18	-9	-1	-4	-18	-7	4
COC(=O)c1cccc(NC(=O)CCN2C(=O)C3CC=CCC3C2=O)c1 (stereo not given)	0	4	.	0	-3	-2	-1	-1	3
C/C(=N\NC(=O)C12CCC(C)(C(=O)O1)C2(C)C)c1ccccc1O (stereo not given)	-2	6	17	2	2	8	-1	-3	3
CSc1cccc(NC(=O)c2cnccn2)c1	-2	2	1	1	3	0	2	-4	10
COCCN(C(=O)C1CCCC1)c1c(N)n(Cc2ccccc2)c(=O)[nH]c1=O	-4	1	10	0	6	-1	3	0	-2
COc1ccc(CC(=O)Nc2nc(C)cs2)cc1OC	2	5	2	3	8	4	2	-1	2
Cc1cc(N/C=C(\C#N)S(=O)(=O)c2ccc(Cl)cc2)nc(C)n1	6	7	5	-2	8	1	-3	1	-4
NC(=O)C1CCCN(Cc2ccc3ccccc3c2)C1 (stereo not given)	-1	-2	4	-1	-3	4	5	-5	5
CC1(c2ccc([N+](=O)[O-])c(CS(=O)(=O)c3ccccc3)c2)OCCO1	-2	.	-12	-5	.	1	-2	-8	.
CC(=O)Nn1c(-c2ccccc2)cc2ccccc21	-3	10	0	1	10	1	3	3	6
CC(=O)Nc1c(-c2ccccc2Cl)c(=O)c2ccccc2n1C	-4	2	-2	1	2	-5	-1	-8	-1
Cc1cccc(N2C(=O)C(Cc3ccccc3)NC2=S)c1 (stereo not given)	1	7	2	-2	-5	6	-6	-3	0
Cc1ccc(NC(=O)CCNC(=O)c2ccccc2Cl)cc1S(=O)(=O)N1CCCCCC1	2	-11	.	-5	1	2	-5	-5	2
CC(C)C(=O)NC(=S)NCC(=O)c1ccccc1	1	2	1	-2	5	-5	3	-3	-3
COc1ccc(NC2CCCN(C(=O)c3csc(C(C)C)n3)C2)cc1 (stereo not given)	1	8	-4	1	4	4	5	1	-3
O=C(Nc1ccc(-c2nc3ccccc3o2)cc1)C1CCCO1 (stereo not given)	-3	8	-8	-2	4	3	1	-2	6
O=C(c1cc2ccccc2[nH]1)N(Cc1cccnc1)CC1CCCN(C2CCCCC2)C1 (stereo not given)	-3	10	1	0	1	5	10	2	-1
CCCn1nnnc1NCc1cccc(OC)c1OC	1	6	9	-1	1	-2	5	0	-10
O=C(CSc1ncn[nH]1)c1ccco1	0	9	4	-1	1	2	0	-3	7
CC(C)[N+]1(C)[C@@H]2CC[C@H]1CC(OC(=O)C(CO)c1ccccc1)C2 (stereo not given in full)	-4&-7&0	10&10&8	7&4&2	-1&3&-3	7&5&0	2&1&0	2&2&-1	1&2&-7	-2&-2&14
NC(=O)C1CCN(S(=O)(=O)c2cccc(S(=O)(=O)N3CCCCC3)c2)CC1	2	6	5	1	6	1	-3	-4	-10
CC1(C)Cc2cccc(OCC(=O)OCC(=O)NCc3ccccc3)c2O1	2	-5	0	2	-2	5	2	7	-2
O=C(Cc1ccccc1)NN1C(=O)/C(=C/c2ccccc2C(=O)O)SC1=S	2	9	1	4	9	1	6	-2	4
O=[N+]([O-])c1ccccc1S(=O)(=O)Nc1ncccn1	3	5	3	1	4	8	4	-2	3
CCCN1C(=O)c2cc(C(=O)Nc3ccccc3OC)ccc2C1Nc1ccccc1OC (stereo not given)	9	1	9	0	2	2	0	-2	2
CCc1c(C)nc(SC)n(CC#N)c1=O	4	-2	6	0	3	2	1	0	-3
C=CCOc1ccc(/C=C2\SC(N3CCCCC3)=NC2=O)cc1	3	3	-8	-2	5	3	3	-4	5
O=C(NCCOc1ccccc1)c1ccc2n[nH]nc2c1	-3	5	.	-1	8	6	1	-5	10
COCCN(CC(=O)Nc1ccc(F)cc1)S(=O)(=O)c1ccc(S(=O)(=O)N2CCCC2)cc1	-4	3	-1	-3	0	4	0	-2	3
Fc1ccc2cc(-c3cccnc3)ncc2c1	.	4	.	.	5	0	.	6	6
Cn1nnnc1SCC(=O)N1CCN(S(=O)(=O)c2ccccc2)CC1	-2	6	2	-1	5	2	0	-8	0
O=C(Cc1ccccc1)NCc1nc2ccccc2[nH]1	1	0	7	-2	-2	-1	-1	-9	3
CSc1ccc(N=Nc2c(C)[nH]n(C)c2=O)cc1	-1	3	6	5	4	4	9	4	0
S=C(Nc1ccc(Cl)cc1)NC1CCCCC1	-1	11	8	-4	9	2	0	-3	8
COc1ccc(C(=O)N/C(=C\c2ccco2)C(=O)NCc2cccnc2)cc1	2	7	6	1	7	14	3	-1	3
O=C1c2cccnc2C(Nc2ccc(Br)cc2)N1Cc1cccs1 (stereo not given)	-9	1	-2	-1	1	11	2	-1	1
O=C(O)Cn1c(O)c(C=Nc2ccccc2)sc1=S	-4&-16	2&-10	-2&-9	-6&-7	-3&-3	-9&-6	-6&-7	-23&-28	4&-25
CC(C)(C)n1nc2c(c1NC(=O)c1ccc(F)c(F)c1)CS(=O)(=O)C2	-5	1	4	0	6	3	-1	0	2
O=C(OCc1cc(Cl)cc2c1OCOC2)c1cccnc1Cl	.	6	.	.	6	14	.	1	-2
CNC(=O)CCC(=O)Nc1ccc(C)cc1	-4	-13	10	-5	2	-1	1	-2	1
CC(C)n1c(SCC(=O)Nc2ccc3c(c2)OCO3)nc2c1c(=O)n(C)c(=O)n2C	0	6	-2	4	-3	-2	1	-5	-1
Cc1ccc(-c2noc(CSc3nnc(-c4ccncc4)n3-c3ccc(C)cc3)n2)cc1	14	-4	9	-1	2	-3	1	-1	-1
O=C(N/N=C/c1cccc2nccnc12)c1ccncc1	4	.	-2	1	.	-3	4	-4	.
Cc1cc(/C=C2\SC(=S)NC2=O)c(C)n1-c1cccc(O)c1	-17	8	53*	-12	15	45*	-5	-29	20
COc1ccc(NC(=O)N2CCn3c2nc2ccccc23)cc1	-12	1	-12	3	2	-1	10	3	2
COc1ccc(CNC(=S)Nc2ccccc2)cc1	-4	4	2	1	2	2	7	-1	3
O=C(COc1ccc2c(c1)OCO2)Nc1ccccc1F	8	8	7	-2	2	8	1	3	4
COc1ccccc1CNC(=O)COC(=O)c1ccc(Cl)c(N)c1	1	1	-1	1	-1	16	6	3	33*
Cc1cnc2c(c1)C(=O)c1ccccc1-2	0	2	1	2	1	0	5	2	6
FC(F)Oc1ccc(NC(=S)NNc2ccnc3cc(Cl)ccc23)cc1	15	20	6	-1	9	2	-1	-1	-11
CN(c1ccccc1)S(=O)(=O)c1cccc(NC(=O)CSc2nncn2C)c1	-3	3	5	-2	7	1	-6	-3	2
Following part:
SMILES	PME-1 primary	PAFAH1B3 FP inh	GSTO1 inh	LYPLA1 inh	PAFAH1B2 inh	pPAFAH FP inh	LYPLA2 inh	PAD4 inh	PAFAH2 FP inh
CC(=O)Nc1ccc(C(=O)NNC(=O)c2ccc(Cl)cc2Cl)cc1	-3	2	10	0	4	-2	-2	-4	6
CCCCn1c(C(C)NC(=O)c2cccs2)nc2ccccc21 (stereo not given)	-7	7	2	1	2	10	9	0	-9
Cc1cc(C)c(OCC(=O)OCC(=O)N2CCCc3ccccc32)c(C)c1	-3	6	0	0	5	7	3	0	6
Cc1ccc(-n2c(C)cc(C=C(C#N)C#N)c2C)cc1	0	5	-4	1	-5	12	0	0	-2
CCOc1ccc(N(CC(=O)N/N=C/c2cc(Br)c(C)o2)S(C)(=O)=O)cc1	0	2	5	-2	5	6	-3	-3	4
Cc1cc(C)n2c(Nc3ccc4c(c3)OCCO4)c(-c3ccccc3)nc2n1	4	7	15	-4	8	1	-7	3	-3
CC(=O)c1ccc(N(CC(=O)Nc2cc(C)on2)S(=O)(=O)c2ccc(C)cc2)cc1	.	5	.	.	4	3	.	-4	2
Nc1cc(N)nc(SCc2cc(=O)oc3cc4c(cc23)CCC4)n1	2	2	-11	-2	2	-1	1	2	-16
COc1ccc(C(=O)Nc2sc3c(c2C#N)CCN(C(C)=O)C3)cc1	-1	8	2	-4	2	5	0	-8	2
C/C(CC(=O)Nc1ccc(Cl)c(C(F)(F)F)c1)=N\NC(=O)c1ccccc1O	-21	16	-12	-20	1	10	-37	-1	7
COc1ccc(S(=O)(=O)N(CC(=O)N2CCOCC2)Cc2ccccc2)cc1C	-3	-2	-13	-1	-2	-5	1	-2	0
Cc1cc(=O)[nH]c2c1c(=O)[nH]n2C1CC(C)N(C)CC1C (stereo not given)	1	2	1	-1	0	-2	-4	1	9
CCNS(=O)(=O)c1ccc(CCC(=O)N2CCOCC2)cc1	3	0	10	-1	5	4	1	-4	2
COc1cc(/C=N/Nc2nc3ccccc3[nH]2)cc(Br)c1OCC(=O)N(C)C	-63	1	11	4	4	13	1	-6	0
COc1ccc(NC(=O)c2ccccc2C(=O)N2CCCCC2)cc1	4	3	1	1	-3	3	0	6	3
COc1ccc(-c2ccc(-c3nc4ccc(C)cn4c3NC3CCCCC3)cc2OC)cc1	7	10	-3	-7	2	14	-4	2	-1
CC(C)C(=O)N(Cc1ccc(F)cc1)Cc1nc2ccccc2c(=O)[nH]1	2	7	-2	-1	7	6	-5	2	-4
O=C1CCCC(c2ccccc2)N1 (stereo not given)	-6	3	8	1	0	2	6	2	-1
CC(C)C[C@@H](CN=[N+]=[N-])N1CCN(C)CCC1=O	3	0	3	-1	5	2	6	1	0
O=C(CN1C(=O)C2CC=CCC2C1=O)Nc1ccc(S(=O)(=O)N2CCOCC2)cc1 (stereo not given)	5	0	6	5	3	7	5	0	-4
CCCn1c(SCC(=O)Nc2sc(C)c(C)c2C#N)nnc1C(C)C	4	8	4	3	-3	6	8	-7	-6
COc1cc(OC)cc(C(=O)NCC(=O)NC(C)c2ccccc2)c1 (stereo not given)	12	11	2	-3	1	-3	-2	1	7
CC(=O)Nc1ccc(NC(=O)CN(c2ccccc2Cl)S(C)(=O)=O)cc1	-2	8	-1	-3	-1	0	4	-1	4

High-throughput results from PubChem BioAssay.
